High-throughput results: PubChem BioAssay, National Center for Advancing Translational Sciences (NCATS)
ATXN viability: viability counter-screen for ATXN expression inhibitors | S2 cells (HEK-293 line with an ATXN2-luciferase reporter) viability, CellTiter-Fluor protease fluorescence, 24 h | Potency, µM (top dose mostly 56.7 µM), hits mostly cytotoxic | 0.49% of 400,000 active | AID 651635; further: potency means the concentration at half of the fitted maximal effect; nearly all actives have a fitted effect of over 40% in size
CCT modulator: modulators of cytosolic chaperonin (CCT/TRiC) activity | purified chaperonin ATPase assay, HTRF ADP detection, 30 min | activity change, % (concentration not given with the values), hits read low | 0.3% of 360,000 active; in the data active means activity change below about -30%; further: on the % scale 0 is the no-effect control and ±100 the full control effect
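ATPase activity: ADP formed was measured by HTRF Transcreener (665/615 nm ratio) after 30 min at 37 deg C with 10 uM ATP. Compounds screened at one 76 uM concentration against 40 or 20 nM TRiC in Tris pH 7.4/KCl/MgCl2/DTT buffer.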
pAkt inh: Akt phosphorylation inhibition; AID 651550; activity change, % for hits at 50 µM; 0.32% of 360,000 active; Neuro2A IGF-stimulated pAkt S473 HTRF, 20 min; hits give low values; in the data active means activity change below about -80%; inconclusive means mostly about -51% to -80%; further: on the % scale 0 is the no-effect control and ±100 the full control effect
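Single-point screen (50 µM final compound) in Neuro2A cells stimulated 20 min with 6 nM IGF at 37 deg C. After lysis, Ser473-phosphorylated Akt read by HTRF (ex 330 nm, em 615/665 nm) as the 665/615 ratio.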
A549 tox: A549 cytotoxicity, counter-screen for Nrf2 inhibitors; A549 ARE-Fluc cells, CellTiter-Fluor viability, 18-24 h; Potency, µM (doses to about 46 µM), inactives show at the highest dose activity change, negative = cytotoxicity, actives largely listed as inhibitors; 0.16% of 390,000 active; AID 504648; further: potency means the concentration at half of the fitted maximal effect; on the % scale 0 is the no-effect control and ±100 the full control effect
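A549 ARE-Fluc cells in 5% FBS OPTI-MEM, 5000 cells/well, rested 2 h then exposed to compounds in concentration-response for 18-24 h at 37 °C. Viability by CellTiter-Fluor fluorescence (Ex 405/Em 525) after 30 min; luciferase luminescence (BugLite, 15 min, RT) read afterwards.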
MmCpn inh: blocks the Methanococcus maripaludis chaperonin Mm-Cpn; purified Mm-Cpn ATPase, ADP Transcreener TR-FRET; 0.031% of 330,000 active; AID 504842; Potency, µM (top dose mostly 76.9 µM), inactives show top-dose activity, negative = inhibition, usual class: inhibitors; further: potency means the concentration at half of the fitted maximal effect; on the % scale 0 is the no-effect control and ±100 the full control effect; nearly all actives have a fitted effect of over 80% in size
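Purified archaeal Mm-CPN (25nM final) preincubated 10 min at 37degC with compound, then 10uM ATP for 30 min at 37degC; ADP measured by HTRF Transcreener TR-FRET; buffer 30 mM TRIS pH 7.4, 100mM KCl, 5mM MgCl2, 1mM DTT.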
Nrf2 ARE act: activates Nrf2 signaling. AREc32 ARE-luciferase reporter (MCF7-derived line), luminescence, 24 h. Potency, µM (titrated, usually from 46.1 µM), inactives show at the highest dose activation, actives largely listed as activators. 0.31% of 410,000 active; further: potency means the concentration at half of the fitted maximal effect; % of control where 0% means no effect; nearly all actives have a fitted effect of over 65% in size
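Quantitative high-throughput format: AREc32 reporter cells, 1000 per well, received compound by pin transfer and were incubated 24 hr at 37 deg C, 5% CO2, before Steady-Glo luminescence detection.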
Nrf2 block: blocks Nrf2 signaling | A549 ARE-Fluc reporter, luciferase luminescence, 18-24 h | Potency, µM (doses to about 46 µM), for inactives: at the highest dose activity change, negative = inhibition, usual class: inhibitors | 2.1% of 360,000 active | AID 504444; further: potency means the concentration at half of the fitted maximal effect; on the % scale 0 is the no-effect control and ±100 the full control effect; nearly all actives have a fitted effect of over 60% in size
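Reporter: ARE-Fluc in A549. Exposure: 18-24 h, 37 °C, 5% CO2, 5% FBS OPTI-MEM. Readouts: fluorescent cytotoxicity (CellTiter-Fluor), then luminescent Nrf2 signal after BugLite.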
HepG2 viability: kills HepG2 cells in TGF-b inhibitor counter-screen | HepG2 CAGA-GFP viability, ATP luminescence, 18 h | Potency, µM (highest dose often 46.1 µM), without a hit: top-dose activity change, negative = cytotoxicity, most hits filed as cytotoxic | 0.76% of 410,000 active | AID 588856; further: potency means the concentration at half of the fitted maximal effect; some results filed as inactive show a strong effect at the top dose
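HepG2 CAGA-GFP cells (1000/well, DMEM with 1% FBS) received compound, then TGF-beta at 500 pg/mL final, and were incubated 18 hours at 37 degrees C. Viability was read by CellTiter-Glo luminescence. Media-only wells were set as complete cell-killing and DMSO as no toxicity.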
TGFb SMAD3 inh: blocks TGF-b signaling. HepG2 CAGA-GFP TGF-b/SMAD3 reporter, GFP fluorescence, 18 h; TGF-beta stimulated, 500 pg/mL final. Potency, µM (highest dose often 46.1 µM), for the others: at the highest dose activity, negative = inhibition, actives largely listed as inhibitors. 1.2% of 410,000 active. AID 588855; further: potency means the concentration at half of the fitted maximal effect; on the % scale 0 is the no-effect control and ±100 the full control effect; nearly all actives have a fitted effect of over 65% in size
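Inhibition was scored as loss of TGF-beta-induced (500 pg/mL final, 18 hours, 37 degrees C) GFP in HEPG2 cells carrying a CAGA-GFP reporter, in DMEM with 1% FBS. Well GFP was summed per cell; Activity was normalised to unstimulated and stimulated DMSO wells, then concentration-response fitting.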
Active calls of the source: *; i = inactive; ? = inconclusive; nt = no result given; [ ] = another dose, or the depositor's remark. Unless noted, the call rests on the fitted dose curve; in most records, active means well fitted curve in the direction sought with a large enough effect; inconclusive means small, poorly fitted or top-dose-only effect, or another doubt; inactive means no such curve, though single readings can be large; an effect the other way counts as inactive or inconclusive.

SMILES	ATXN viability	CCT modulator	pAkt inh	A549 tox	MmCpn inh	Nrf2 ARE act	Nrf2 block	HepG2 viability	TGFb SMAD3 inh
COC(=O)CC(NC(=O)C1CC1)c1ccc2c(c1)OCO2 (stereo not drawn)	i	-1.7	i	2%	2%	0.1%	2%	-7%	-1%
O=S(=O)(NCCNS(=O)(=O)c1ccc(F)cc1)c1ccc(F)cc1	?	-2.5	i	0%	-5%	-0.5%	4%	11%	15%
O=C(Nc1ccc(S(=O)(=O)N2CCOCC2)cc1)c1ccc(Cl)s1	i	-0.8	i	2%	-7%	-0.6%	?	-27%	-28%
COc1ccc(NC(=O)/C(C#N)=C/c2ccc(OCCN3CCOCC3)c(OC)c2)c(OC)c1	i	0.3	i	3%	0%	0.1%	2%	6%	3%
Cc1nc2nc(NC(=O)c3ccco3)[nH]n2c(=O)c1C	i	-1.9	nt	-4%	1%	0.2%	?	-1%	-1%
Cc1nnc2c(NCCC(C)C)nc3ccccc3n12	i	-6.1	i	4%	1%	4.6%	-4%	-13%	-29%
O=c1c(-c2ccccc2)nc(-c2ccccc2)cn1O	i	-8.7	i	2%	-5%	7.1%	21%	10%	-23%
O=C(CCN1CCN(c2ccc(Cl)cc2)CC1)Nc1ccccc1F	i	-0.6	i	5%	-1%	-0.7%	nt	5%	0%
COc1ccc(C(=O)N(Cc2ccccc2)c2ccc(C)cc2)cc1S(=O)(=O)N1CCOCC1	i	-0.4	i	-3%	-1%	0.0%	?	-4%	-11%
CS(=O)(=O)N1CCC(C(=O)Nc2ccc(Cl)c(C(F)(F)F)c2)CC1	i	0.7	i	1%	1%	-0.9%	?	-30%	-4%
COc1ccc2[nH]c(-c3cccc(F)c3)cc(=O)c2c1	i	-0.6	i	-7%	1%	0.8%	?	0%	?
CS(=O)(=O)Nc1ccc(-c2cncc3nccn23)cc1	i	0.7	i	nt	nt	-0.8%	nt	-3%	-2%
Cc1cccc(C)c1NC(=O)c1sc(Cl)nc1C	i	-0.5	i	-8%	0%	6.8%	3%	-17%	?
CN(CC(=O)Nc1ccccc1-c1ccccc1)Cc1ccccc1Cl	i	0.5	i	2%	1%	0.3%	-3%	6%	?
CC(C)(C)NC(=O)CN(Cc1ccc2c(c1)OCO2)C(=O)CCC(=O)Nc1nccs1	i	0.3	i	-3%	-3%	-0.8%	0%	-32%	-4%
COc1ccc(-c2nn(-c3ccccc3)cc2/C=C2/SC(=S)N(CCC(=O)O)C2=O)cc1	i	-1.0	i	?	-2%	2.3%	23µM*	-35%	-23%
Cc1noc(NC(=O)c2ccccc2Cl)c1C#N	i	-2.2	i	-1%	0%	0.0%	-12%	6%	-18%
COc1ccc(OC)c(NC(=O)COC(=O)C2CCCCC2)c1	i	0.4	i	2%	0%	0.1%	5%	2%	9%
Brc1ccc(-c2nc(-c3ccncc3)no2)cc1	i	1.1	i	-1%	1%	29%	?	5%	0%
O=C(NCc1ccncc1)c1ccc(Cn2cc(C(F)(F)F)ccc2=O)cc1	i	-1.2	i	-1%	1%	0.1%	3%	-4%	-4%

An excerpt from above, limited to A549 tox:
Compound	A549 tox
COC(=O)CC(NC(=O)C1CC1)c1ccc2c(c1)OCO2 (stereo not drawn)	2%
O=S(=O)(NCCNS(=O)(=O)c1ccc(F)cc1)c1ccc(F)cc1	0%
O=C(Nc1ccc(S(=O)(=O)N2CCOCC2)cc1)c1ccc(Cl)s1	2%
COc1ccc(NC(=O)/C(C#N)=C/c2ccc(OCCN3CCOCC3)c(OC)c2)c(OC)c1	3%

Next part:
SMILES	ATXN viability	CCT modulator	pAkt inh	A549 tox	MmCpn inh	Nrf2 ARE act	Nrf2 block	HepG2 viability	TGFb SMAD3 inh
O=C(CSc1nnc2c(n1)[nH]c1ccc(S(=O)(=O)N3CCOCC3)cc12)Nc1ccccc1Cl	i	-1.8	i	1%	0%	-0.1%	-4%	4%	-12%
COc1ccccc1C(=O)COC(=O)Cn1c(C)csc1=O	i	-4.8	i	-1%	0%	0.2%	16%	0%	1%
CC(=O)c1ccc(N2CCN(C(=O)c3cc(C)on3)CC2)cc1	i	-0.7	i	-3%	0%	0.3%	1%	-7%	2%
O=C1[C@H](Cc2ccccc2)NCC=CC[C@@H](c2ccco2)N1Cc1ccccc1	i	-6.4	i	-2%	nt	-0.3%	-9%	0%	-1%
Cc1c(-c2cc(C(=O)O)no2)cnn1C	i	2.5	i	0%	0%	-0.7%	-6%	-1%	-21%
Cc1ccc(-c2nc(=O)[nH]c3ccc(Br)cc23)cc1	i	0.1	i	-1%	-2%	17%	23%	-20%	10%
Cc1ccc(NS(=O)(=O)c2cccc(C(=O)O)c2)c(C)c1	i	0.3	i	-6%	0%	-0.1%	8%	4%	-9%
Cc1ccc(S(=O)(=O)N(C)C)cc1NC(=S)NCCCn1ccnc1	i	-2.0	i	1%	-3%	4.8%	12%	-15%	-2%
CN(Cc1ccccc1)C(=O)CSc1c2c(nc3ccc(Cl)cc13)CCCC2	nt	nt	nt	?	nt	?	?	22µM*	?
COC(=O)c1ccc(/C=C2/C(=O)Oc3ccccc32)cc1	i	0.8	i	-5%	-1%	-0.1%	-2%	-28%	?
COc1ccc(-c2nc3ccc(Cl)cn3c2Cc2ccc(C)cc2)cc1OC	?	1.7	i	nt	nt	7.3%	nt	-15%	-1%
CC(C)(C)NC[C@H](O)COc1cccc2c1CCCC2=O	i	-1.0	i	2%	-3%	1.3%	-9%	-21%	17%
CCn1cc(C(=O)OCC(=O)OC2CC(C)CCC2C(C)C)c(=O)c2ccc(C)nc21 (stereo not drawn)	i	-0.7	i	?	-3%	0.2%	21µM*	-94%	?
COc1ccc(C(=O)c2cc([N+](=O)[O-])ccc2N2CCN(C)CC2)cc1	i	0.2	i	15µM*	-2%	0.1%	10%	-12%	2%
Nn1c(SCC(=O)Nc2ccccc2F)nnc1-c1cccs1	i	0.7	i	0%	-2%	1.6%	7%	10%	7%
COCc1nnc(NC(=O)CS(=O)(=O)c2ccc(C)cc2)s1	i	-0.2	i	0%	2%	-0.9%	-3%	-3%	1%
COc1ccc(N2CCN(C(=O)CSc3ncn[nH]3)CC2)cc1	i	2.7	i	3%	0%	-0.7%	0%	0%	-4%
Cc1ccccc1C(=O)NC(CC(C)C)C(=O)Nc1ccc(F)c([N+](=O)[O-])c1 (stereo not drawn)	i	-4.3	i	1%	-1%	-0.4%	-2%	-10%	-3%
CCOC(=O)Cc1cn2c(=O)cc(CSCC(=O)Nc3ccc(C)c(C)c3)nc2s1	i	0.9	i	-8%	-2%	-0.1%	9%	4%	-2%
COc1ccccc1CNC(=O)C[C@@H]1C[C@H]2c3cc(N(C)C)ccc3O[C@H]2[C@H](CO)O1	i	-2.5	i	nt	nt	-0.2%	nt	22%	16%

Brought forward from above: 3 entries, followed by the next part.
SMILES	ATXN viability	CCT modulator	pAkt inh	A549 tox	MmCpn inh	Nrf2 ARE act	Nrf2 block	HepG2 viability	TGFb SMAD3 inh
Cc1ccccc1C(=O)NC(CC(C)C)C(=O)Nc1ccc(F)c([N+](=O)[O-])c1 (stereo not drawn)	i	-4.3	i	1%	-1%	-0.4%	-2%	-10%	-3%
CCOC(=O)Cc1cn2c(=O)cc(CSCC(=O)Nc3ccc(C)c(C)c3)nc2s1	i	0.9	i	-8%	-2%	-0.1%	9%	4%	-2%
COc1ccccc1CNC(=O)C[C@@H]1C[C@H]2c3cc(N(C)C)ccc3O[C@H]2[C@H](CO)O1	i	-2.5	i	nt	nt	-0.2%	nt	22%	16%
NC(=O)CC(NC(=O)Cc1cccc2ccccc12)c1ccc(N2CCN(c3ccc(F)cc3)CC2)c([N+](=O)[O-])c1 (stereo not drawn)	?	-1.1	i	-13%	1%	-0.9%	0%	-6%	-17%
O=C(CCN1C(=O)c2ccccc2S1(=O)=O)N1CCN(c2cccc(Cl)c2)CC1	i	-1.9	i	0%	-1%	-0.4%	-11%	-10%	-2%
O=C(Nc1cccc(Cl)c1)c1csc([C@@H]2O[C@H](CO)[C@H](O)[C@H](O)[C@H]2O)n1	i	1.2	i	nt	nt	-0.3%[9.22 µM]	nt	10%	14%
CC1=C(C(=O)OCc2ccccc2)C(c2ccccc2)NC(=O)N1 (stereo not drawn)	i	-2.4	i	-1%	-8%	-0.8%	-19%	0%	11%
O=C(N/N=C/c1ccc(O)c2ncccc12)c1cccc(Br)c1	?	-6.3	i	?	-3%	4.4%	-98%	-55%	13µM*
CCC(=O)C1=C(c2ccc(F)cc2)N(C(=O)CC)n2c(nnc2C2CCCCC2)S1	nt	nt	nt	-1%	nt	0.1%	nt	5%	-6%
O=C(CSc1nnc(CNc2ccc(F)cc2)o1)OC1CCCCC1	i	-0.7	i	-3%	0%	0.2%	8%	-32%	5%
Cc1cc(N2CCN(c3ccccc3)CC2)n2c(n1)nc1ccccc12	i	-2.4	i	-2%	-2%	-0.9%	nt	-20%	2%
COc1cc(C(=O)NCc2nnc(SCC(=O)Nc3cccc(C(F)(F)F)c3)o2)cc(OC)c1OC	i	-2.0	i	1%	-1%	-0.4%	-11%	1%	2%
CC1CCCN(C(=O)c2cc3c(=O)n(C)c4ccccc4c3s2)C1 (stereo not drawn)	i	nt	nt	12%	nt	2.4%	-8%	-20%	-4%
O=C(CCNS(=O)(=O)c1cccs1)NCc1ccco1	i	1.6	i	-6%	-3%	0.3%	3%	-3%	1%
c1ccc(-c2noc(-c3ccc4ccccc4c3)n2)cc1	i	-1.6	nt	2%	-1%	5.5%	?	-3%	3%
O=C(NCc1ccccn1)C(=O)Nc1cc2c3c(c1)CC(=O)N3CCC2	?	1.8	i	-1%	?	0.0%	-13%	-13%	0%

Not a hit list; any-hit rate near 4.4%.
